IMPase Li inh – qHTS Assay for Identifying the Cell-Membrane Permeable IMPase Inhibitors: Potentiation with Lithium. Potency, µM (series often up to 59.4 µM), for inactives: top-dose activity, negative = IMPase inhibition, actives largely listed as inhibitors. 210,000 tested, 0.35% active. AID 1457, 2008. CHO-M1 cells, IP1 TR-FRET (IP-One), carbachol + lithium;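 further: IP1 builds up when IMPase is blocked and the TR-FRET signal falls; potency means the concentration at half of the fitted maximal effect; plate controls were basal vehicle for no effect and high inhibitor control for full effect; nearly all actives have a fitted effect of over 50% in size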
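Steps: plate 2000 CHO-M1 cells per well and culture 16–30 h; add compound and lithium; incubate 30 min, 37C; add d2-IP1 tracer and Eu cryptate anti-IP1 antibody in lysis buffer; read after 10 min at room temperature.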
KinaseGlo FLuc – Counterscreen for Luciferase (Kinase-Glo TM) Inhibition. Luciferin 4-monooxygenase (Photuris pensylvanica), Q27757. Kinase-Glo luciferase, ATP luminescence, 8 min. Potency, µM (highest dose often 38.3 µM), without a hit: at the highest dose activity change, negative = inhibition, usual class: inhibitors. 200,000 tested, 0.28% active; further: potency means the concentration at half of the fitted maximal effect; on the % scale 0 is the no-effect control and ±100 the full control effect; nearly all actives have a fitted effect of over 60% in size
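Compound is pinned into ATP-containing buffer (10 uM ATP, imidazole pH 7.2, 7 mM MgCl2). Kinase-Glo luciferase reagent is then added. Light output is recorded following an 8-min room-temperature incubation.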
CBFb-RUNX1 inh – qHTS Assay for Compounds Blocking the Interaction Between CBF-beta and RUNX1 for the Treatment of Acute Myeloid Leukemia | Runt-related transcription factor 1 (Homo sapiens) + Core-binding factor subunit beta … | AlphaScreen CBFb-His/RUNX1-biotin binding, biochemical | Potency, µM (titrated, usually from 59.8 µM), for the others: at the top dose activity, negative = inhibition, usual class: inhibitors | 230,000 tested, under 10 active; further: % of control where 0% means no effect
Target sequence (Q01196 whole entry, looked up): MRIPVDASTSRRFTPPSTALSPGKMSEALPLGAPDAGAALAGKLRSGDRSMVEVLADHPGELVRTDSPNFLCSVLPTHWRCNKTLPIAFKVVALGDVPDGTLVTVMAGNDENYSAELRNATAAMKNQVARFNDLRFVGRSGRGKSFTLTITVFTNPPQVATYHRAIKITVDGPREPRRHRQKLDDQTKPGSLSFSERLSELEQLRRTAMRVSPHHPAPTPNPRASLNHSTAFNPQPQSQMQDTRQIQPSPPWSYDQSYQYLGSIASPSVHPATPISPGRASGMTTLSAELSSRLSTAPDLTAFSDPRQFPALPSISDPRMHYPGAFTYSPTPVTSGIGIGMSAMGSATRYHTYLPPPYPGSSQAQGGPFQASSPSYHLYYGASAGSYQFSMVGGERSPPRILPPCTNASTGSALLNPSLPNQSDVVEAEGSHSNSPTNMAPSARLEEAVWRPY
Target sequence (Q13951 whole entry, looked up): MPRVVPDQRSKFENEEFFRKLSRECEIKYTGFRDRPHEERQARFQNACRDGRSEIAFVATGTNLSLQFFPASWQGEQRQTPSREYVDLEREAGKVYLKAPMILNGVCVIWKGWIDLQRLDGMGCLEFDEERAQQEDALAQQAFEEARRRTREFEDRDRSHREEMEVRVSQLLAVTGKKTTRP
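Proteins preincubated together for 20 min at RT before compound addition; 15 min later, nickel and streptavidin beads were added and left 90 min prior to AlphaScreen measurement.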
SMN2 splice enh – qHTS Assay for Enhancers of SMN2 Splice Variant Expression. HEK293 SMN2-luciferase splicing reporter, luminescence, 30-36 h. 210,000 tested, 2.8% active. Potency, µM (highest dose often 46.1 µM), for the others: top-dose activity change, positive = activation, actives largely listed as activators; further: potency means the concentration at half of the fitted maximal effect; % of control where 0% means no effect; nearly all actives have a fitted effect of over 55% in size
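HEK293 cells carry an SMN2 minigene-luciferase reporter in which exon 7 inclusion puts luciferase in frame. Cells were seeded at 2000 cells/well, attached for 10-12 hours, then exposed to compounds for 30-36 hours at 37C before ONE-Glo luminescence.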
HttQ103 aggreg – qHTS Multiplex Assay to Identify Dual Action Probes in a Cell Model of Huntington: Aggregate Formation (GFP). AID 1688, 2009. PC12 HttQ103-GFP aggregates, Acumen cytometry, 40 h. 220,000 tested, 1.1% active. Potency, µM (series often up to 46.1 µM), without a hit: at the highest dose activity change, negative = inhibition, actives largely listed as inhibitors; further: potency means the concentration at half of the fitted maximal effect; on the % scale 0 is the no-effect control and ±100 the full control effect; nearly all actives have a fitted effect of over 60% in size
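Aggregate formation scored by laser-scanning cytometer (488 excitation, 500–530 emission) in lysed PC12 cells expressing Q103-GFP after 100 nM tebufenozide induction; library tested in dose series, with ATPLite reagent added in the multiplex.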
HTT cytoprotect – qHTS Multiplex Assay to Identify Dual Action Probes in a Cell Model of Huntington: Cytoprotection (ATP) | 230,000 tested, 0.14% active | PC12 HTT-Q103 induced, cytoprotection, ATP luminescence, 40 h | Potency, µM (series often up to 56.4 µM), for inactives: cytoprotection (ATP increase), usual class: activators | AID 1471, 2008;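 further: potency means the concentration at half of the fitted maximal effect; % of control where 0% means no effect; nearly all actives have a fitted effect of over 45% in size; toxic huntingtin expression switched on by the ecdysone agonist tebufenozide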
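Cells were plated at 1500 per well in phenol red-free DMEM with 5% equine and 5% calf serum. Tebufenozide (100 nM final) and compounds were added, then ATPlite reagent, and luminescence was read.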
LMNA splice mod – qHTS Assay for Modulators of Lamin A Splicing; Potency, µM (top dose mostly 46.1 µM), for the others: at the highest dose ratio change, negative = inhibition, usual class: inhibitors; AID 1487, 2009; 200,000 tested, 0.01% active; HeLa LMNA splicing GFP/RFP minigene ratio, 48 h; active means well fitted inhibition curve with a large enough effect in the signal ratio, with a control signal flat, not every such curve was filed as active; inconclusive means small, poorly fitted or top-dose-only effect, or effect the other way, or a change in a side signal; the % refers to the signal ratio; further: potency means the concentration at half of the fitted maximal effect; on the % scale 0 is the no-effect control and ±100 the full control effect
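S3 HeLa stable clones carrying a lamin A-EGFP splicing minigene plus DsRed2 were seeded at 600 cells/well in Opti-MEM with 2% FBS, pin-dosed and incubated 48 h at 37°C. Acumen cytometry (488 nm) gave the GFP/RFP total-intensity ratio.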
* = called active by the depositor; ? = inconclusive; / = no result given; & = joins results of further samples; [ ] = dose if it differs, or a comment. Unless noted, the call rests on the fitted dose curve; in most records, active means well fitted curve in the direction sought with a large enough effect; inconclusive means small, poorly fitted or top-dose-only effect, or another doubt; inactive means no such curve, though single readings can be large; an effect the other way counts as inactive or inconclusive.

SMILES | IMPase Li inh | KinaseGlo FLuc | CBFb-RUNX1 inh | SMN2 splice enh | HttQ103 aggreg | HTT cytoprotect | LMNA splice mod
O=C1c2ccccc2C(Nc2ccc3c(c2)OCCO3)N1Cc1ccc2c(c1)OCO2 (configuration not stated) | 39%[activator][38.3 µM] | 5% | -24% | -13% | -3% | -17% | ?
COC(=O)[C@H](C)NC(=O)NCc1ccccc1F | -6%[38.3 µM] | -4% | 0% | -12% | 9% | -11% | 6%
O=C1OCCC1Sc1nc2ccccc2n1-c1ccccc1 (configuration not stated) | -1%[38.3 µM] | 1% | 6% | 0% | 20% | -3%[10 µM] | -5%
Cc1ccnc(NS(=O)(=O)c2ccc(NS(=O)(=O)c3cccs3)cc2)n1 | -5% | 4% | 0% | 16% | 11% | 21%[10 µM] | -3%
Cc1c2c(n3c(nc4ccccc43)c1C#N)N(CCCN(C)C)CC2 | 33%[activator] | -3% | -6% | / | 10%[9.22 µM] | 17%[10 µM] | ?
O=C1C(SCCO)=C(SCCO)C(=O)c2ccccc21 | 64%&69%[activator] | -10%&-7% | -2% | -83%[inhibitor] | / | -102%[inhibitor] | ?
O=C(Nc1ccccc1C(=O)O)c1cc(S(=O)(=O)N2CCCCC2)cs1 | -2% | -2% | 0% | / | -10%[9.22 µM] | -10%[10 µM] | 6%[46 µM]
Nc1nnc(SCCCC(=O)c2ccc(Br)cc2)s1 | -9% | 1% | 2% | -48%[inhibitor] | -13% | 1%[10 µM] | ?
O=[N+]([O-])c1ccc(N2CCN(C(=S)Nc3ccc(F)cc3F)CC2)cc1 | 16% | 4% | 16% | -23% | 11% | -12% | /
Cc1ccc(-c2nc3ncccc3o2)cc1NC(=O)Cc1ccc(Cl)cc1 | 9% | 1% | 8% | ? | -4% | -34%[10 µM] | -10%
Cc1cc(/C=N/n2cnnc2)c(C)n1-c1ccc(C(=O)O)cc1 | 1%[38.3 µM] | 1% | -10% | -20% | -7% | -6% | 7%
CC(=O)Nc1ccc(OC(=O)c2ccco2)cc1 | 2% | 2% | 0% | -9% | -11% | -15%[10 µM] | -8%
COc1cc(NC2c3ncccc3C(=O)N2Cc2ccco2)cc(OC)c1 (configuration not stated) | 20%[38.3 µM] | 4% | -6% | 9% | 2% | -23% | 22%
O=C(CSc1nc2ccccc2n1CC(=O)N1CCCCC1)N1CCCCC1 | / | / | 7% | / | -17%[9.22 µM] | -3%[10 µM] | /
COc1ccc(-c2nc(=S)c3ccc4ccccc4c3[nH]2)cc1 | -1% | -1% | -4% | -5% | 12% | -38%[inhibitor] | -7%[46 µM]
O=C(CN(c1ccc2c(c1)OCCO2)S(=O)(=O)c1ccccc1)NCc1ccc(Cl)cc1 | 19% | 13% | -3% | -13% | -15% | 18%[10 µM] | -13%
Cc1ccccc1C(=O)NC1CCN(Cc2nnnn2Cc2ccccc2)CC1 | 20%[38.3 µM] | 0% | 7% | -2% | 1% | 22%[1.9 µM] | 5%
Cc1[nH]c2ccccc2c1N=Nc1c(C)n(C)n(-c2ccccc2)c1=O | 2% | -4% | -21% | -5% | 14% | 8%[10 µM] | ?
O=C(Nc1nccs1)NC(C(F)(F)F)C(F)(F)F | 13%[38.3 µM] | -3% | 1% | -7% | -19% | 15%[10 µM] | 9%
CCOc1ccc(N/C(C)=C/C(=O)c2ccc(C)o2)cc1 | 10%[38.3 µM] | -4% | -5% | -7% | -8% | 7%[10 µM] | 4%
Cc1ccc2[nH]cc(C(=O)NCc3cccs3)c(=O)c2c1 | 17% | 1% | 13% | -24% | -16% | -7%[1.9 µM] | ?
CCOC(=O)c1cc2cc(-c3c(C(=O)OCC)oc4cc(O)cc(O)c4c3=O)ccc2o1 | 22%[38.3 µM] | 5% | -5% | -17% | 2% | -11% | 0%
CCOC(=O)c1cnc2c(Cl)cc(Cl)cc2c1NCCOCCO | 22%[38.3 µM] | -2% | -6% | 2% | -5% | -20% | -4%
COc1ccccc1S(=O)(=O)Cc1ccc(C(=O)NCC2CCCO2)o1 (configuration not stated) | -7% | / | 6% | / | -7% | -14% | /
Cc1ccc(S(=O)(=O)N2CCC(=O)N(C(CO)C(C)C)CC2)cc1 (configuration not stated) | 0% | 12% | 0%[2.36 µM] | / | 9% | / | ?

The closing three entries of the section before come first, to join the parts.
SMILES | IMPase Li inh | KinaseGlo FLuc | CBFb-RUNX1 inh | SMN2 splice enh | HttQ103 aggreg | HTT cytoprotect | LMNA splice mod
CCOC(=O)c1cnc2c(Cl)cc(Cl)cc2c1NCCOCCO | 22%[38.3 µM] | -2% | -6% | 2% | -5% | -20% | -4%
COc1ccccc1S(=O)(=O)Cc1ccc(C(=O)NCC2CCCO2)o1 (configuration not stated) | -7% | / | 6% | / | -7% | -14% | /
Cc1ccc(S(=O)(=O)N2CCC(=O)N(C(CO)C(C)C)CC2)cc1 (configuration not stated) | 0% | 12% | 0%[2.36 µM] | / | 9% | / | ?
CC(C)Cn1c(SCC(=O)c2ccc(Cl)s2)nnc1-c1ccco1 | -9%[38.3 µM] | 2% | -6% | -5% | 13% | 17%[10 µM] | 0%
CC(C)n1ncc(C(N)=O)c1N | -2%[38.3 µM] | -1% | 3% | -10% | -10% | -14% | 1%
O=C(CNC(=O)c1ccccn1)N/N=C/c1ccc2c(c1)OCO2 | 3% | 5% | 4% | 13% | -9% | -44%[inhibitor] | /
COc1ccc(CNC(=O)C2CCC(CNc3c(N4CCOCC4)c(=O)c3=O)CC2)cc1 (configuration not stated) | 2%[38.3 µM] | 1% | -4% | 9% | 5% | -24% | -2%
CCN1CCN(C(=O)CSc2nc(N)cc(N)n2)CC1 | 0% | 1% | -6% | 2% | -9%[9.22 µM] | 3%[10 µM] | /
CCCN1C=CC(=C2C(=O)c3ccccc3C2=O)C=C1 | 31%[38.3 µM] | 4.5µM* | 0% | -79%[inhibitor] | -13% | -114%[inhibitor] | -1%
CCOc1ccc(CCNC(=O)CN2CCN(Cc3ccc(F)cc3)C2=O)cc1OCC | -6%[38.3 µM] | 3% | 3% | -11% | 11%[9.22 µM] | 0% | 0%
O=Cc1cccn1-c1ccc(O)cc1 | 3% | -6% | -1% | / | 8%[9.22 µM] | 1%[10 µM] | -9%[46 µM]
COC(=O)C1=NNC2(c3ccc(Cl)cc3)C(=O)N(c3ccc(Cl)cc3)C(=O)C12 (configuration not stated) | -2% | 3% | 1% | -6% | 19% | 39%[10 µM] | 1%
CC(=O)c1cccc(S(=O)(=O)Nc2cccc(S(=O)(=O)NC3=NCCC3)c2)c1 | 0% | 2% | 4% | 6% | 4% | 14%[10 µM] | 3%
CCOC(=O)C1CCN(C(=O)COc2ccc(N(C)S(=O)(=O)c3ccc(C)cc3)cc2)CC1 | 21% | -2% | 9% | 4% | -5% | -14% | 0%[46 µM]
COc1ccc(OC)c(NC(=O)C2CCN(S(=O)(=O)c3cccs3)CC2)c1 | 6%[38.3 µM] | -4% | -3% | -4% | 7% | 6%[10 µM] | 7%
COC(=O)[C@@]1(Cc2ccc(F)cc2)[C@H]2c3cc(C(=O)N(C)C)n(CCc4c[nH]c5ccc(OC)cc45)c3C[C@H]2CN1C(=O)c1ccccc1 | 0% | -3% | 16% | -16% | / | ? | /
Clc1ccc(C(c2nnnn2CCc2ccccc2)N2CCSCC2)cc1 (configuration not stated) | 8% | -1% | 9% | -2% | -10% | 12%[10 µM] | -9%
Cc1ccc(C(=O)c2ccc(O)cc2)cc1C | 11%[38.3 µM] | 0% | 5% | ? | ? | -5% | -8%
CO[C@@H]1/C=C\O[C@]2(C)Oc3c(C)c(O)c4c(O)c(cc(O)c4c3C2=O)NC(=O)/C(C)=C\C=C/[C@H](C)[C@@H](O)[C@H](C)[C@H](O)C(C)[C@H](OC(C)=O)[C@@H]1C (some centres not stated) | -6% | 0%[7.66 µM] | / | 4%[9.22 µM] | / | / | /
CCOc1cc(C(=O)OCC(=O)Nc2cc(C)on2)ccc1OCC(C)C | 2% | -1% | 3% | -2% | ? | -12%[10 µM] | ?
CC(=O)NC(CSC(CC(=O)c1ccco1)c1ccc(C)cc1)C(=O)O (configuration not stated) | 0% | -9% | 4% | -9% | 2% | -23% | /
Cn1c(Cn2c(=O)sc3ccccc32)nnc1SCc1cccc(F)c1 | 6% | 1% | 1% | 6% | -15% | -4% | -3%
Cn1c(SCc2ccccc2)nnc1-c1c[nH]c2ccccc12 | 29%[38.3 µM] | 1% | 2% | ? | -18% | -21%[10 µM] | -13%
COC(C[C@@H](O)C[C@H](O)[C@@H](C)OCc1ccccc1)OC | / | / | 4% | / | -4%[9.22 µM] | -11%[10 µM] | /
Nc1c(Cl)cc(S(N)(=O)=O)cc1S(N)(=O)=O | / | / | -12% | / | -10%[9.22 µM] | -5%[10 µM] | /
CCc1ccc(NC(=O)CN2C(=O)C(=O)N(Cc3ccccc3)C2=O)cc1 | -7% | 3% | -6% | 8% | -1% | -25% | /
N#Cc1ccc(OCC(=O)N/N=C/C2CC=CCC2)cc1 (configuration not stated) | 4% | 2% | 4% | 7% | ? | -66%[inhibitor][10 µM] | 13%[46 µM]
O=S(=O)(c1cccc(-c2cn3cccnc3n2)c1)N1CCCCCC1 | 2%[38.3 µM] | 0% | -2% | -15% | -13% | -10% | 8%
CCCCc1c(O)nc(N2CCN(Cc3ccccc3)CC2)[nH]c1=O | -1% | 2% | 11% | -8% | 2% | 37%[10 µM] | -5%
CCOc1ccc(C(=O)Nc2cc(C)on2)cc1OCC | 8%[38.3 µM] | -3% | 0% | -3% | -7% | 3%[1.9 µM] | 3%
Cc1ccc(-c2cc(C(F)F)n3ncc(C(=O)N4CCc5ccccc5C4)c3n2)cc1 | 4% | -1% | 3% | / | 4%[9.22 µM] | 20%[10 µM] | 12%[46 µM]
CC(=O)Nc1ccc(S(=O)(=O)NCCSCc2ccco2)cc1 | / | 0% | -3% | / | -8% | -53%[inhibitor] | ?
CCC(=O)N1CCN(c2nc3ccccc3s2)CC1 | 19%[38.3 µM] | -4% | 1% | 2% | -17% | -48%[inhibitor] | ?

Screens from PubChem.
